Screening data deposited in PubChem by several laboratories.
Myeloid diff 2: myeloid differentiation induction | ER-HoxA9 myeloid progenitors, lysozyme-GFP differentiation, flow cytometry | calls only at 10 µM | 360,000 tested, 1% active;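 active means normalized GFP-positive differentiation at or above the plate's own cutoff, the solvent-only control mean plus 3 SD; inconclusive means no clear call, values can overlap the other calls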;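 further: cells exposed to compound for four days before flow analysis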
GPR55 antagonists: inhibition of LPI-stimulated GPR55 beta-arrestin translocation – imaging, U2OS, beta-arrestin-GFP, LPI agonist, primary screen (AID 2013). U2OS GPR55 beta-arrestin-GFP translocation imaging, LPI antagonism; higher % means a stronger effect. inhibition, % at 10 µM; hits with a dose series show IC50 in µM. 290,000 tested, 0.13% active;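 active means spots per cell inhibited over 60%, with over 100 cells counted and total cytoplasm intensity under 500,000; inconclusive means wells with under 100 cells, flagged as likely toxic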;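 further: U2OS cells stably carrying GPR55 and arrestin-GFP stimulated by 5 µM LPI near EC80; imaged beta-arrestin-GFP aggregate spots per cell after agonist stimulation; plate controls were LPI-stimulated DMSO wells for no effect and DMSO wells without LPI for full effect; some results filed as inactive read as strong as hits; confirmed hits need IC50 under 10 µM and bright autofluorescent wells are also inconclusive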
NOD1 NF-kB reporter: inhibition of NOD1-driven NF-kB reporter – cell-based, luminescence, uHTS, primary screen (AID 1578); NOD1-driven NF-kB luciferase reporter cells, luminescence; higher % means a stronger effect; inhibition, % at 4 µM, or EC50 in µM where a hit was titrated; 290,000 tested, 1% active; in the data active means inhibition mostly above about 36%, no sharp cut-off; inactive means mostly below about 34%;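 further: HEK-293T reporter cells stimulated with the NOD1 agonist gamma-tri-DAP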
KOR beta-arrestin-1: kappa opioid receptor activators – cell-based, luminescence, uHTS, primary screen (AID 1777) | KOR beta-arrestin recruitment, luminescence; higher % means a stronger effect | one-dose activation, % at 10 µM; EC50 in µM for titrated hits | 280,000 tested, 0.02% active; in the data active means activation above about 50%, passing the limit was not always enough; further: a part of the inactive calls stands beside numbers as strong as those of hits
KOR beta-arrestin-2: kappa opioid receptor blockers – cell-based, luminescence, uHTS (AID 1778); inhibition, % at 10 µM, or IC50 in µM where a hit was titrated; 290,000 tested, 0.091% active; KOR beta-arrestin recruitment, luminescence, antagonist mode; higher % means a stronger effect; further: strong numbers were not always called active
NOD2 inhibition: inhibition of NOD2-driven NF-kB reporter – cell-based, luminescence, uHTS, HEK293 (AID 1566); HEK293 NOD2/NF-kB luciferase reporter, luminescence; higher % means a stronger effect; inhibition, % at 4 µM; hits with a dose series show EC50 in µM; 290,000 tested, 0.63% active; further: many of its hits are not listed in these tables
GPR55 activation: GPR55 agonists via beta-arrestin recruitment, primary screen, imaging, U2OS cells, beta-arrestin-GFP redistribution (AID 1961) | U2OS GPR55 beta-arrestin-GFP redistribution imaging; higher % means a stronger effect | activation, % at 10 µM; hits with a dose series show EC50 in µM | 290,000 tested, 0.048% active;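 active means activation above 40% with more than 50 cells counted in the well; inconclusive means wells holding fewer than 50 cells, flagged as toxic or sparse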;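 further: U2OS osteosarcoma cells stably expressing GPR55 and beta-arrestin-GFP; plate controls were DMSO negative control for no effect and LPI positive control for full effect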
GPR35 arrestin U2OS: inhibition of zaprinast-stimulated GPR35 beta-arrestin translocation – imaging, U2OS, beta-arrestin-GFP, zaprinast agonist, primary screen (AID 2058); U2OS GPR35 beta-arrestin-GFP translocation imaging, zaprinast antagonism; higher % means a stronger effect; inhibition, % at 10 µM; hits with a dose series show IC50 in µM; 290,000 tested, 0.052% active;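 active means inhibition of at least 50% with at least 30 cells and total cytoplasm GFP at most 10,000,000; inconclusive means under 30 cells or total GFP of 10,000,000 plus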
HIV fusion peptide: inhibitors of HIV fusion peptide binding, primary screen, biochemical, uHTS, fluorescence dequenching (AID 1986); cell-free peptide binding, fluorescence dequenching, 30 min; higher % means a stronger effect; inhibition, % at 20 µM; hits with a dose series show IC50 in µM; 290,000 tested, 0.3% active; in the data active means inhibition mostly above about 52%, no sharp cut-off; inactive means mostly below about 76%; further: some results filed as inactive read as strong as hits
Myeloid diff 2 GFP+ MAC1+ %: further read-out of Myeloid diff 2, marked with its call; GFP+ MAC1+ double positive, %; measured here: differentiation confirmed by MAC1 staining
Active calls of the source: *; i = inactive; ? = inconclusive; . = not tested or not shown; + = active, no number; [ ] = remark or other dose. Unless noted, no stated cut-off is given here; in the data, active means inhibition above about 50%; inactive means the rest. An excerpt; count on the stated rates, not on these rows.

SMILES	Myeloid diff 2	Myeloid diff 2 GFP+ MAC1+ %	GPR55 antagonists	NOD1 NF-kB reporter	KOR beta-arrestin-1	KOR beta-arrestin-2	NOD2 inhibition	GPR55 activation	GPR35 arrestin U2OS	HIV fusion peptide
CC(C)CCN(Cc1ccco1)S(=O)(=O)c1csc(C(N)=O)c1	i	0.0	-1.3%	-16.3%	-1.6%	-33.4%	-6.6%	-0.1%	-12.0%	-0.3%
CC(=O)c1ccc(NC(=O)Nc2cccc3ccccc23)cc1	i	0.7	-10.2%	-44.5%	-0.1%	-13.7%	-2.9%	-0.1%	-10.7%	0.1%
COc1cc(Cl)ccc1OCc1cc(C(=O)N(C)CC2CCCCO2)no1 (stereo unspecified)	i	6.6	-15.0%	-43.8%	1.4%	-33.8%	-40.3%	-0.1%	-14.5%	0.6%
Cc1cccc(NC(=O)Cn2nnc3ccccc32)c1	i	0.0	0.2%	-17.7%	-3.4%	12.7%	-16.4%	0.4%	1.2%	0.7%
COc1ccc(CNC(=O)C2CCCN2S(=O)(=O)c2ccc(Cl)cc2)cc1 (stereo unspecified)	i	4.1	2.1%	-9.3%	-4.3%	-26.4%	14.0%	0.1%	2.1%	-0.3%
COc1ccc2[nH]cc(C(=O)CN3CCCCC3)c2c1	i	0.9	-2.8%	-62.1%	-4.5%	-13.5%	15.8%	-0.2%	1.2%	1.6%
Clc1ccccc1/C=N/Nc1cc(N2CCOCC2)ncn1	i	0.0	-7.2%	-45.0%	-3.6%	-5.8%[20 µM]	-26.1%	1.2%	2.6%	-1.6%
Cc1nn(C)c(N)c1-c1ccccc1	i	0.4	5.5%	-3.4%	-3.1%	9.1%	11.3%	-0.3%	-6.5%	2.7%
O=C(O)CCn1c(CO)nc2ccccc21	i	0.2	4.6%	-28.7%	.	-12.8%[20 µM]	8.4%	-0.1%	2.8%	-1.2%
COc1cccc(CN(C(=O)c2ccccc2Cl)C2CCS(=O)(=O)C2)c1 (stereo unspecified)	i	0.8	16.4%	-28.8%	0.5%	0.8%	12.7%	-0.1%	11.0%	1.0%
CCN1CCN(C(=S)c2ccc(OCC(=O)NCc3ccccc3)cc2)CC1	i	0.8	-4.9%	-23.5%	-2.2%	-0.4%[20 µM]	16.1%	0.2%	2.7%	0.8%
CCn1c(SCC(=O)N2CCCC2)nc2ccccc21	i	0.6	17.4%	-22.4%	-4.1%	-21.9%	16.5%	-0.2%	-16.5%	2.3%
Cc1c(C(=O)O)sc2nc3n(c(=O)c12)CCC(C)CC3 (stereo unspecified)	+	6.0*	0.4%	-26.0%	-6.0%	35.4%	3.6%	0.3%	-12.3%	1.0%
COc1ccc(/C(C)=N\Nc2nc(-c3ccc(Cl)cc3)cc(C(F)(F)F)n2)cc1OC	i	0.3	11.0%	-28.0%	2.6%	25.2%	13.8%	0.1%	4.5%	-0.8%
CCOC(=O)N1CCN(C(=S)Nc2cccc(C)c2)CC1	i	2.2	10.0%	5.5%	6.4%	-3.8%	22.8%	0.2%	12.2%	-2.5%
CN1C(=O)C(C)(C)c2cc(S(=O)(=O)N3CCCC(C(=O)NCc4ccc(F)cc4)C3)ccc21 (stereo unspecified)	i	8.1	-2.6%	-10.9%	-4.0%	0.4%[20 µM]	3.1%	-0.1%	-0.9%	1.6%
N#C/C(=C/c1cc(Cl)c(O)c(Cl)c1)C(=O)N1CCCCC1	.	.	-13.9%	-23.2%	-0.2%	15.5%[20 µM]	9.5%	-0.2%	-7.4%	2.5%
O=[N+]([O-])c1ccc(N2CCN(S(=O)(=O)Cc3ccccc3)CC2)cc1N1CCOCC1	i	1.0	-5.0%	-19.4%	-5.2%	-19.4%	-7.1%	0.2%	-7.9%	0.2%
CCCN(CCC)CCCNC(=O)c1nn(-c2cccc(OC)c2)c(=O)c2ccccc12	i	0.0	8.7%	7.1%	0.5%	9.5%	16.9%	0.0%	16.9%	0.0%
O=C(c1ccccc1)c1ccc(COC(=O)c2cnccn2)cc1	i	1.0	6.7%	-25.8%	0.8%	-35.5%[20 µM]	15.5%	-0.1%	62.0%	2.2%
CC(=O)NCCNc1nc2c(-c3cccc(C)c3)nnn2c2ccccc12	?	.	-0.6%	-15.3%	-2.4%	-42.5%	8.8%	-0.2%	-3.9%	-1.5%
Cc1cc(C)c(CSc2nnnn2-c2ccc(C(=O)O)cc2)c(C)c1	i	0.3	5.4%	1.8%	-0.5%	-31.8%	6.0%	-0.2%	6.5%	9.5%
CC(NC(=O)c1ccccc1)C(=O)N/N=C/c1ccccc1 (stereo unspecified)	i	0.4	10.5%	-22.6%	-0.2%	-2.3%	9.1%	0.7%	-5.3%	-0.2%
O=S(=O)(NCc1ccco1)c1cnc(Cl)c(Cl)c1	i	0.1	1.9%	1.1%	5.1%	21.3%	6.9%	0.1%	8.6%	-2.5%
COc1ccccc1NC(=O)CN1CCC(n2c(C)nc3cc(F)ccc32)CC1	i	0.7	-10.0%	1.3%	8.8%	-14.4%	6.9%	-0.2%	-4.1%	-0.6%
CCCn1c(/C=C/c2ccco2)nc2ccccc21	i	0.6	-0.7%	14.0%	5.3%	-28.1%	2.7%	0.2%	0.7%	27.6%
Cc1c(NC(=O)CN2C(=O)NC3(CCC(C)CC3)C2=O)c(=O)n(-c2ccccc2)n1C (stereo unspecified)	i	0.3	-10.6%	-15.8%	2.0%	-7.7%	-14.9%	-0.4%	-3.7%	0.2%
C[C@H](NC(=O)c1nc[nH]c1C(=O)NCc1ccc(CNC(=O)OC(C)(C)C)cc1)C(=O)OC(C)(C)C	i	1.1	18.1%	-4.1%	4.2%	-10.4%	2.2%	0.7%	-2.5%	1.1%
CCc1ccccc1NC(=O)CSc1nnc([C@@H](NC(=O)OC(C)(C)C)C(C)C)o1	i	0.8	6.1%	-8.1%	2.2%	-3.7%	-4.0%	0.2%	0.5%	0.5%
COc1cc(OCC(=O)NC(C)C)cc2c1C(=O)O[C@@H](C)CCCC(=O)CCCCC2	i	0.7	-1.4%	-11.6%	1.4%	-3.6%	8.6%	0.6%	-19.8%	0.2%
COc1cc(Br)cc2cc(C(=O)N3CCN(C(=O)c4ccco4)CC3)c(=O)oc12	i	0.7	-1.2%	-8.7%	2.4%	-15.8%	7.6%	-0.2%	-9.5%	0.2%
CCOC(=O)/C(=C\c1ccccc1)NC(=O)c1ccccc1	i	0.4	-4.4%	-4.8%	7.3%	-14.4%	-46.5%	-0.1%	4.1%	-0.1%
O=C(O)Cc1c(-c2ccccc2)c2cc(Cl)ccc2[nH]c1=O	i	0.3	-8.2%	-5.4%	-2.5%	10.1%	11.4%	0.0%	1.3%	0.0%
C=CCNC(=O)CN1C(=O)c2cccc3cccc1c23	i	0.3	-2.4%	-11.9%	-5.1%	8.1%[20 µM]	17.0%	-0.1%	-7.2%	-0.5%
Cc1cc(CN(C)C(=O)c2ccc3nc(Cc4ccccc4F)oc3c2)on1	i	2.4	11.2%	-29.6%	4.0%	-18.7%	-1.5%	-0.1%	15.6%	2.3%
Cc1ccc(-n2c(-c3nn(C)c(C)c3Cl)n[nH]c2=S)cc1	i	1.3	-20.1%	11.8%	-5.7%	-21.9%	7.1%	-0.1%	-8.4%	-3.0%
Cc1nc(CS(=O)(=O)c2ccccn2)sc1C(=O)NNC(=O)c1c(F)cccc1Cl	i	0.4	16.2%	-8.3%	-0.3%	23.8%	11.3%	0.3%	-4.2%	1.8%
COCCCNC(=S)NCCNc1nc2cc(C)cc(C)c2cc1C#N	i	0.4	-0.3%	-18.7%	-2.3%	11.5%[20 µM]	25.0%	0.2%	1.0%	1.3%
O=C(NCC(=O)N1CCCC1)c1ccccc1F	i	0.6	8.8%	-17.9%	-4.2%	-37.1%	-3.2%	-0.2%	15.2%	-0.9%
Cn1c(=O)cc(OCCCC(=O)Nc2cccnc2)c2ccccc21	i	0.3	16.3%	.	1.1%	4.8%	-14.0%	-0.3%	9.3%	0.2%
CCOc1cc(/C=N/NC(N)=O)cc(Br)c1OCc1ccccc1F	i	1.3	6.5%	7.8%	3.1%	-12.2%	22.4%	0.9%	0.4%	2.4%
O=C(Nc1ccc(F)cc1)Oc1ccc[nH]c1=O	i	0.5	6.1%	-3.8%	0.6%	13.5%	-23.2%	-0.1%	3.8%	1.7%
Cc1cc(C(=O)Nc2ccc3c(c2)OCCO3)co1	i	0.9	4.4%	-54.2%	3.7%	-39.2%	-146.3%	-0.1%	10.3%	0.4%
Cc1[nH]c2ccccc2c1/C=N/NC(=O)CNC(=O)COc1ccccc1	i	0.4	-4.8%	0.3%	-6.3%	18.7%	16.6%	-0.4%	4.4%	-1.1%
O=C(NCc1cccnc1)c1cc(S(=O)(=O)N2CCCC2)c(Cl)cc1Cl	.	.	4.0%	-21.4%	-3.0%	-46.4%	10.0%	-0.1%	-1.6%	-1.2%
O=C(c1ccc(C(F)(F)F)cc1)N1CCN(S(=O)(=O)c2ccc3c(c2)OCCCO3)CC1	i	1.1	9.2%	-9.3%	0.9%	4.8%	11.6%	0.0%	-3.6%	0.1%
O=C(CCc1nc2ccccc2[nH]1)N1CCc2ccccc2C1	i	2.5	-1.9%	21.4%	1.4%	-19.5%	-8.3%	0.4%	-3.3%	-0.1%
COC(=O)c1ccc(Nc2nc(C)cc(C)n2)cc1	i	0.8	19.6%	-39.3%	-2.3%	18.2%	-15.4%	0.0%	11.1%	1.2%
Cc1cc(O)ccc1NC(=S)NC(=O)c1cncc(Br)c1	i	0.6	1.4%	-18.8%	-8.6%	27.7%[20 µM]	20.1%	1.1%	1.7%	0.8%
CC(C)[C@@H]1NC(=O)c2cc([N+](=O)[O-])cc(I)c2NCC[C@@H](C(N)=O)NC(=O)[C@H](CO)NC1=O	.	.	7.0%	-13.3%	-1.9%	-12.5%	9.9%	0.2%	-2.4%	2.6%
CSc1ccccc1OCc1cc(C(=O)N(C)Cc2cnccn2)no1	i	0.3	-6.7%	-49.4%	3.1%	12.3%	-25.7%	-0.1%	-6.8%	-0.7%
O=C(/C=C/c1cccnc1)c1ccc(O)cc1	i	0.1	-3.1%	3.2%	-1.8%	34.7%	18.7%	-0.1%	3.0%	-0.4%
CCOc1cc(NC(=O)C2CC2)c(OCC)cc1NC(=O)c1cccnc1	.	.	-7.9%	-5.1%	-1.7%	-26.6%	-4.6%	-0.3%	-4.6%	0.3%
